Source: PubChem (The Scripps Research Institute Molecular Screening Center)
DDE Tn7 FP inh – inhibitors of Tn7 peptide binding to fibrin DD(E), primary screen, biochemical, fluorescence polarization, human fibrin, Tn7 probe; Fibrinogen beta chain (Homo sapiens), P02675; FP displacement of FITC-Tn7 peptide from fibrin DD(E); 0% = median of compound wells per plate; inhibition, % at 8.3 µM; hit rate 0.13% among 370,000;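 active = inhibition above the mean of compounds falling within the control limits plus 3 SD of them, cut at about 14% in these data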;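 also: 0% = plate median of compound wells and 100% = 10 µM Aha-Tn7 peptide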
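assay system = human clot-derived fibrin DD(E) complex | quantity = Fibrin-DD(E) at 2 µM final | timing = 10 min preincubation, 3 h with tracer, room temperature | signal = fluorescence polarization | measure = percent inhibition | benchmarks = high control wells with 10 µM unlabelled Aha-Tn7 peptide (full inhibition) | replicates = singlicate testing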
SIAE primary – human SIAE inhibitors, primary screen, biochemical, fluorescence polarization, FP-Rh probe, 1536-well HTS; Sialate O-acetylesterase (Homo sapiens), Q9HAT2; SIAE FP-Rh probe binding; inhibition, % at 9.66 µM; hit rate 0.69% among 370,000;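 active = inhibition above a cutoff: mean of compounds within the control limits plus 3 SD of those, cut at about 17% in these data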;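 also: 0% = plate median of compound wells and 100% = probe without SIAE protein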
Target sequence (Q9HAT2 whole entry, looked up): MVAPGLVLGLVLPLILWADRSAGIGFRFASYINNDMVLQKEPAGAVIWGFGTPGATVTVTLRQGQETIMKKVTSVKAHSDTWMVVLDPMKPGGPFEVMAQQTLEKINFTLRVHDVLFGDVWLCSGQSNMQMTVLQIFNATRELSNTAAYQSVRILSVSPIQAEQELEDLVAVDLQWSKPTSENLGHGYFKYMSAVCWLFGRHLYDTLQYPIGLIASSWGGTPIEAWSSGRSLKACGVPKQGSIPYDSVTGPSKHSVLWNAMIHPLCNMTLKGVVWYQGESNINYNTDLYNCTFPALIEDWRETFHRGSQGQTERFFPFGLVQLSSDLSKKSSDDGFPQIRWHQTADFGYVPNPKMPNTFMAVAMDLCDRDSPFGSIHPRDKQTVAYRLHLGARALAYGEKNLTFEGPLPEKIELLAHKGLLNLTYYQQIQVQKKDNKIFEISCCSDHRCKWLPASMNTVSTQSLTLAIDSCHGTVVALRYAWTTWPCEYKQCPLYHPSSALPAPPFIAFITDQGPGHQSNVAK
HTRA1 inhibitor – HTRA1 serine protease inhibitors, primary screen, biochemical, fluorescence polarization, HTS; Q92743; recombinant HTRA1, FP-rhodamine activity-based probe; inhibition, % at 5.96 µM; hit rate 0.5% among 340,000; AID 504803, 2011; in the data active = inhibition above about 36%;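 also: 0% = enzyme with DMSO and 100% = wells lacking enzyme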
Target sequence (Q92743 whole entry, looked up): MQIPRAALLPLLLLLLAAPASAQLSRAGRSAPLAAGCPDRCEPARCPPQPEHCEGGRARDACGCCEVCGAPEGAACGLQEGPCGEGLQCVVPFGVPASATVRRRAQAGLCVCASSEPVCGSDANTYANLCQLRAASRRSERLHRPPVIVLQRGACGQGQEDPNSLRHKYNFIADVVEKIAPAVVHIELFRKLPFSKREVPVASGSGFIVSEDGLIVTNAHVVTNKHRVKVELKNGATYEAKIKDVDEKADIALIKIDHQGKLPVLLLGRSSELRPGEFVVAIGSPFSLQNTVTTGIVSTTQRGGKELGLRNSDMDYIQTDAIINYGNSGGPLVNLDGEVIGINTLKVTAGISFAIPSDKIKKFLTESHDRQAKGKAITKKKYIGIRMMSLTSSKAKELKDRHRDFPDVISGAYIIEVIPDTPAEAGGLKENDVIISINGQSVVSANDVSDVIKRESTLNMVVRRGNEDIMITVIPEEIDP
TCR-CD3 inh – inhibitors of human TCR-CD3 interaction, primary screen, biochemical, fluorescence, TAMRA-labeled TCR probe | inhibition, % at 9.4 µM | hit rate 0.37% among 360,000; in the data active = inhibition above about 19%;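 also: recombinant mutant TCR 2C K166C tagged with TAMRA read by polarization; 0% = receptor in buffer alone and 100% = receptor with positive control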
TDP2 absorb – human TDP2 enzyme inhibitors, primary screen, biochemical, epi absorbance, recombinant enzyme | inhibition, % at 12.8 µM | Tyrosyl-DNA phosphodiesterase 2 (Homo sapiens), O95551 | hit rate 0.34% among 370,000 | T5PNP hydrolysis, p-nitrophenol absorbance 415 nm;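 active = inhibition above the mean of all tested compounds plus 3 SD, set per campaign, cut at about 25% in these data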;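 also: 0% = DMSO with enzyme and 100% = buffer with substrate but no TDP2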
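Assay system: recombinant human TDP2 / Reagent: T5PNP substrate at 5 mM, a TopII-DNA adduct mimic / Measured by: epi absorbance from released p-nitrophenol / Evaluation: % inhibition relative to enzyme-containing and enzyme-free wells / Control set: enzyme-free and DMSO wells / Replicates: each compound tested once, singlicate / Schedule: enzyme reaction with compound for 2 h at 37 °C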
UHRF1 binding – UHRF1 methylated DNA binding inhibitors, primary screen, counter-screen for MBD2 inhibitor project, biochemical, TR-FRET, human UHRF1, single concentration; E3 ubiquitin-protein ligase UHRF1 (Homo sapiens), Q96T88; UHRF1 binding to methylated oligo; inhibition, % at 4.4 µM; hit rate 0.75% among 370,000; AID 687016, 2013; in the data active = inhibition above about 21%;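 also: UHRF1 SRA domain binding a hemimethylated CpG hairpin DNA probe; 0% = median of test compound wells and 100% = reference inhibitor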
ABHD4 inh – ABHD4 inhibitors, primary screen, biochemical, fluorescence polarization, mouse | (Lyso)-N-acylphosphatidylethanolamine lipase (Mus musculus), Q8VD66 | purified mABHD4, FP-Rh probe fluorescence polarization | inhibition, % at 8.92 µM | hit rate 0.54% among 370,000 | AID 720543, 2013;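 active = inhibition exceeding the mean over every tested compound plus 3 SD, cut at about 30% in these data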;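 also: 0% = plate median of compound wells and 100% = S159A mutant with DMSO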
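Test system: mABHD4 protein | Buffer or medium: HEPES pH 7.0 buffer, 150 mM NaCl, 0.01% Pluronic F-127 | Probe or stimulus: FP-Rh fluorescent activity-based probe, added after compound pre-incubation | Timing: Pre-incubation 45 min, probe exposure 60 min, at 25 °C | Technique: Fluorescence polarization, excitation 525 nm, emission 598 nm, BODIPY TMR filters | Repeats: Single well per compound (singlicate)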
PG9 Ab binder – binders of HIV-1 gp120 antibody PG9, primary screen, biochemical, TR-FRET; TR-FRET gp120-PG9 antibody binding; inhibition, % at 6.7 µM; hit rate 0.43% among 360,000; AID 624416, 2012; in the data active = inhibition above about 8.5%
PRMT1 inh – PRMT1 methyltransferase inhibitors, primary screen, biochemical, fluorescence polarization; Protein arginine N-methyltransferase 1 (Homo sapiens), Q99873; recombinant PRMT1, activity-based probe fluorescence polarization; inhibition, % at 2.79 µM; hit rate 1.3% among 370,000;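 active = inhibition above about 21% made by adding two undisclosed values, limit read from the data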
LEDGF integ inh – blockers of LEDGF/p75-dependent integrase strand transfer – biochemical, TR-FRET, high throughput, primary screen | HIV-1 integrase (with human LEDGF/p75) | TR-FRET IN-LEDGF/p75 DNA integration, Eu/Cy5 | inhibition, % at 3.7 µM | hit rate 0.64% among 370,000 | AID 743269, 2014;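 active = inhibition above the screen-wide mean plus 3 SD, cut at about 13% in these data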;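 also: signal is the Cy5 over europium emission ratio at 671 and 618 nm; 0% = plate median of compound wells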
Active calls of the source: *; · = no result given; & = joins results of further samples.

SMILES	DDE Tn7 FP inh	SIAE primary	HTRA1 inhibitor	TCR-CD3 inh	TDP2 absorb	UHRF1 binding	ABHD4 inh	PG9 Ab binder	PRMT1 inh	LEDGF integ inh
Cc1ccc(C(=O)N/C(=C\c2ccco2)C(=O)NCCN2CCOCC2)cc1C	-6	-4	-6	4	3	-3	3	0.1	1	5
O=C(N=C1SC2CS(=O)(=O)CC2N1c1cccc(Cl)c1)C1CCCO1 (centres undefined)	2	-4	0	13	2	0	-4	-0.9	0	0
CC(=O)N1CCc2cc(S(=O)(=O)NCCC(=O)NC3CCCc4ccccc43)ccc21 (centres undefined)	-7	1	1	-1	6	1	6	-0.3	0	3
COc1cccc(NC(=S)Nc2cc(C(=O)O)ccc2N2CC3CC(C2)c2cccc(=O)n2C3)c1 (centres undefined)	-2	18*	3	-3	5	-1	6	-1.4	0	-4
Cc1cccc(NC(=O)Nc2cc(C)on2)c1	-6	13	-9	-3	8	2	2	-1.0	0	-3
Cc1ccc(S(=O)(=O)N(C)C[C@H]2OCc3cnnn3CCCC(=O)N([C@H](C)CO)C[C@H]2C)cc1	1	4	0	0	-1	3	-12	0.8	6	-2
Cc1cc([N+](=O)[O-])nn1CC(=O)Nc1cccc2nonc12	3	0	14	3	1	-5	11	-0.9	2	-2
Cc1ccc2nc(-c3cccc(SC4CCCCC4)c3)c(NC3CCCCC3)n2c1	6&7	5&-2	-8	-2&-2	-2&7	0&3	-3&4	-2.0&0.2	1&1	2&0
COc1ccc(CCN2CC(C(=O)NCC3(O)CCCCC3)CCC2=O)cc1 (centres undefined)	9	4	-1	2	1	1	4	-1.0	1	-6
Cc1nc2nc[nH]n2c(=O)c1NC(=O)c1c(-c2ccccc2Cl)noc1C	-1	-3	1	-3	6	11	3	-3.3	-1	0
CCC(C(=O)OCC(=O)Nc1ccc(OC)cc1OC)c1ccccc1 (centres undefined)	-5	-4	-3	1	-1	0	-1	-1.2	-3	6
CC12CCC(c3c(C(=O)O)nn(-c4ccccc4)c31)C2(C)C (centres undefined)	-5	-3	-3	-1	-10	-3	4	-3.6	-2	1
c1cncc(-c2nc3ccccc3[nH]2)c1	3	-10	2	-8	5	4	10	2.1	-1	-2
O=c1c2ccccc2nc2n1CCC2	0	-25	-1	-4	9	0	12	-0.1	10	15*
COC(=O)[C@@H](Cc1c[nH]c2ccccc12)NC(=O)c1cc(=O)[nH]c2ccccc12	5	6	9	0	0	1	3	0.1	4	-2
Cc1ccc2nc(-c3cccc(Br)c3)c(Cc3ccccc3)n2c1	-3	-10	·	114*	-10	20	-10	0.5	-3	3
COc1ccc2nc3ccccc3nc2c1N	0	4	49*	5	39*	-8	24	-43	13	3
CCC(=O)Nc1cc(C(=O)OCC(=O)c2ccccc2Cl)ccc1C	3	5	1	-1	-7	6	-10	1.8	3	-2
CCOC(=O)Cn1cc(C(=O)C(=O)N2CCOCC2)c2ccccc21	3	-2	6	-5	-7	-1	-1	-2.4	-1	2
O=C(NC(=S)Nc1ccccn1)c1ccccc1	0	7	-3	-1	-8	-2	-12	-2.7	-1	7
CCOC(=O)Nc1cc(C)c(Cl)cc1OC	1	-7	-9	-7	2	3	-1	0.8	-1	2
COc1cccc(/C=C/c2[nH]c(=O)[nH]c(=O)c2[N+](=O)[O-])c1O	-4	-3	2	-2	-51	-1	0	0.5	5	-1
CN1C(=O)CSc2ccc(NC(=O)N3CCC(N4CCCCC4)CC3)cc21	3	3	0	5	-12	4	-4	-3.2	0	1
OCCNc1cnc2ccccc2n1	2	1	-1	3	1	-2	1	-0.9	-3	3
Cc1noc(C)c1COC(=O)C1CCN(C(=O)c2ccc(Cl)cc2)CC1	0	-5	-1	4	1	-3	-5	-0.9	-2	1

Ten of the compounds above, with values under each structure.
Every second line gives: DDE Tn7 FP inh | SIAE primary | HTRA1 inhibitor | TCR-CD3 inh | TDP2 absorb | UHRF1 binding | ABHD4 inh | PG9 Ab binder | PRMT1 inh | LEDGF integ inh
> Cc1ccc(C(=O)N/C(=C\c2ccco2)C(=O)NCCN2CCOCC2)cc1C
    -6 | -4 | -6 | 4 | 3 | -3 | 3 | 0.1 | 1 | 5
> O=C(N=C1SC2CS(=O)(=O)CC2N1c1cccc(Cl)c1)C1CCCO1 (centres undefined)
    2 | -4 | 0 | 13 | 2 | 0 | -4 | -0.9 | 0 | 0
> CC(=O)N1CCc2cc(S(=O)(=O)NCCC(=O)NC3CCCc4ccccc43)ccc21 (centres undefined)
    -7 | 1 | 1 | -1 | 6 | 1 | 6 | -0.3 | 0 | 3
> COc1cccc(NC(=S)Nc2cc(C(=O)O)ccc2N2CC3CC(C2)c2cccc(=O)n2C3)c1 (centres undefined)
    -2 | 18* | 3 | -3 | 5 | -1 | 6 | -1.4 | 0 | -4
> Cc1cccc(NC(=O)Nc2cc(C)on2)c1
    -6 | 13 | -9 | -3 | 8 | 2 | 2 | -1.0 | 0 | -3
> Cc1ccc(S(=O)(=O)N(C)C[C@H]2OCc3cnnn3CCCC(=O)N([C@H](C)CO)C[C@H]2C)cc1
    1 | 4 | 0 | 0 | -1 | 3 | -12 | 0.8 | 6 | -2
> Cc1cc([N+](=O)[O-])nn1CC(=O)Nc1cccc2nonc12
    3 | 0 | 14 | 3 | 1 | -5 | 11 | -0.9 | 2 | -2
> Cc1ccc2nc(-c3cccc(SC4CCCCC4)c3)c(NC3CCCCC3)n2c1
    6&7 | 5&-2 | -8 | -2&-2 | -2&7 | 0&3 | -3&4 | -2.0&0.2 | 1&1 | 2&0
> COc1ccc(CCN2CC(C(=O)NCC3(O)CCCCC3)CCC2=O)cc1 (centres undefined)
    9 | 4 | -1 | 2 | 1 | 1 | 4 | -1.0 | 1 | -6
> Cc1nc2nc[nH]n2c(=O)c1NC(=O)c1c(-c2ccccc2Cl)noc1C
    -1 | -3 | 1 | -3 | 6 | 11 | 3 | -3.3 | -1 | 0

(cont.)
SMILES	DDE Tn7 FP inh	SIAE primary	HTRA1 inhibitor	TCR-CD3 inh	TDP2 absorb	UHRF1 binding	ABHD4 inh	PG9 Ab binder	PRMT1 inh	LEDGF integ inh
CCC1=C(CC2NCCc3ccccc32)CC2c3cc(OC)c(OC)cc3CCN2C1 (centres undefined)	9	12	6	14	15	-4	13	1.0	3	1
Nc1nc(NCc2ccco2)nc(N2CCCCCC2)c1[N+](=O)[O-]	0	1	-16	-2	5	-1	3	-0.5	-1	-2
COc1ccc(/C=N/NC(=O)COc2ccccc2-c2ccccc2)cc1	-4	-1	-46	9	-4	2	-27	-1.1	1	0
CCC(CC)CN1CCC(CN2C(=S)NC[C@@H]2CC(C)C)CC1	4	7	-5	4	1	-2	6	1.1	-1	-1
Cc1cccc(C)c1NC(=O)C(=O)c1cn(C)c2ccccc12	6	-2	-2	4	-11	-2	-1	1.0	1	-5
CCOC(=O)c1c(CSc2ccccc2)n(C)c2ccc(O)c(CN3CCN(C)CC3)c12	-2	2	9	-4	-2	-1	10	0.1	1	-1
O=C(CN1CCN(Cc2ccccc2Cl)CC1)N/N=C\c1ccccc1F	-1	-4	·	·	-5	-2	-8	·	-4	6
CN(CC(=O)Nc1ccc(Cl)c(C(F)(F)F)c1)C(=O)CCN1C(=O)C2CCCCC2C1=O (centres undefined)	4	-4	-4	0	6	-1	7	0.4	-1	-5
CCO/C=C1\SC(=S)N(c2ccc(Cl)cc2)C1=O	6	-61	-15	-32	-5	0	-59	-0.2	10	-1
COc1ccc(NCC(O)COc2ccc(C(C)(C)C)cc2)cc1 (centres undefined)	-5	8	13	-4	-9	0	12	-0.8	5	-1
Cc1ccc(CNc2nc(Cl)c(C#N)s2)cc1	-8	1	-1	4	10	0	0	-2.6	2	2
Cc1ccc(S(=O)(=O)Nc2ccc(C(OC(=O)c3ccccc3[N+](=O)[O-])(C(F)(F)F)C(F)(F)F)cc2)cc1	-4	-12	-27	-2	-10	-3	-32	-1.4	0	-1
CN1CCC(N[C@@H](Cc2c[nH]c3ccccc23)C(=O)NCC(c2ccccc2)c2ccccc2)(C(=O)NC2CCCCC2)CC1	-6	12	·	·	-21	-1	20	·	-4	2
O=[N+]([O-])c1ccc(-c2c[nH]c(=S)[nH]2)cc1	-7	-4	5	0	5	-4	6	-0.8	4	3
CCOc1ccc(N(CC(=O)NC2CC3CCC2C3)S(=O)(=O)c2ccccc2)cc1 (centres undefined)	-5	4	-2	1	-7	0	7	-0.5	-3	0
CCOc1ccc(/C(O)=C2/C(=O)C(=O)N(CCN(CC)CC)C2c2ccco2)cc1 (centres undefined)	0	1	-2	1	4	0	6	-0.9	0	0
COc1ccc(NS(=O)(=O)c2cc(N)ccc2N2CCCC2)cc1	0	16	11	-5	-8	1	39*	-1.6	7	0
O=C(CCn1cccc1)N1CCc2ccccc21	6	-8	1	-8	-8	5	-13	0.1	6	-2
CCOC1CC(C)(C)NC(=S)N1 (centres undefined)	5	5	1	-2	4	7	0	0.8	5	2
Cc1ccc(N(C(=O)c2csnn2)C(C(=O)NC2CCCCC2)c2cccnc2)cc1 (centres undefined)	-1	3	-1	6	-8	0	1	-0.9	0	3
O=C(CCS(=O)(=O)c1cccc2nsnc12)N1CCN(C(=O)c2ccco2)CC1	0	2	10	-6	0	0	2	0.3	2	-5
Cn1c(SCC(=O)NC2CC2)nnc1-c1ccco1	7	7	3	-6	2	5	-1	2.0	-1	2
COc1ccc(C2c3ccc4ccccc4c3Oc3ncn(Cc4ccco4)c(=N)c32)cc1OC (centres undefined)	0	-26	-37	5	-12	-4	-27	-2.3	0	3

Part of the list above, with two lines to a compound.
Each structure is followed by: DDE Tn7 FP inh, SIAE primary, HTRA1 inhibitor, TCR-CD3 inh, TDP2 absorb, UHRF1 binding, ABHD4 inh, PG9 Ab binder, PRMT1 inh, LEDGF integ inh
> CCOC(=O)c1c(CSc2ccccc2)n(C)c2ccc(O)c(CN3CCN(C)CC3)c12
  -2, 2, 9, -4, -2, -1, 10, 0.1, 1, -1
> O=C(CN1CCN(Cc2ccccc2Cl)CC1)N/N=C\c1ccccc1F
  -1, -4, ·, ·, -5, -2, -8, ·, -4, 6

Compounds as they come. Share with any hit: about 4.2%.
